Screening data: PubChem, several laboratories
PHOSPHO1 inh: inhibitors of human PHOSPHO1 phosphatase | Q8TCT1 | 290,000 compounds, 1.1% hits | AID 1565 | inhibition, % at 13.3 µM | recombinant PHOSPHO1, absorbance phosphatase assay; in the data active = inhibition above about 60%
CRFR2-BP ag: CRF-BP/CRF-R2 complex agonism; 350,000 compounds, 0.46% hits; activation, % at 13.2 µM; HEK293 CRF-R2/CRF-BP, calcium dye fluorescence (FLIPR); percent of saturating CRF peptide response;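 active = activation of at least 50%, plus an integration ratio under a set limit after plate pattern correction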;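 note: plate controls were neutral control wells without compound for no effect and CRF at EC100 for full effect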
CHRM4 PAM: CHRM4 positive allosteric modulation; P08173; AID 624126; activation, % at 3 µM; CHO-K1 hM4/Gqi5, Fluo-8 calcium fluorescence, ACh EC20; 0% = ACh EC20, 100% = maximal ACh; 360,000 compounds, 0.4% hits;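 active = activation above its plate's cutoff, the mean activation of sample wells plus 3 SD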; note: some results filed as inactive read as strong as hits
IDE cell activ: boosts human insulin-degrading enzyme activity in HEK cells; P14735; activation, % at 5.96 µM; FAbeta-B cleavage, fluorescence polarization; 0% vehicle, 100% cell-free pure enzyme wells; 340,000 compounds, 0.073% hits; AID 493087;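 active = activation above the mean of all tested compounds plus 3 SD, set per screening campaign, cut at about 17% in these data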
IDE inh: inhibits human insulin-degrading enzyme in HEK cells. inhibition, % at 5.59 µM. 320,000 compounds, 0.41% hits. P14735. FAbetaB cleavage, fluorescence polarization. AID 434962;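 active = percent inhibition above the average of all tested compounds plus 3 SD, set per screening campaign, cut at about 16% in these data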;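 note: IDE supplied by intact live HEK cells; FP after avidin binding of uncleaved biotin substrate so inhibition keeps polarization high; 0% = DMSO wells and 100% = 60 µM reference IDE inhibitor Ii1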
MEKK3 PB1 HTS: MEKK3-MEK5 PB1 interaction, increase or decrease; Q99759; bead-based flow cytometry, Alexa488-MEK5 binding to MEKK3; actives lie on both sides; 0 = blocked by unlabeled MEK5, 100 = vehicle; binding response (% of control), % at 10 µM; 290,000 compounds, 1.4% hits; AID 1529;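 active = binding response more than 3 SD above or below the average of its plate-row segment, actives on both sides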;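 note: Alexa488 bead fluorescence after subtracting the streptavidin-only scavenger bead signal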
GalR3 antagonist: antagonists of human GalR3 | O60755 | HEK293 GalR3-CNG cAMP membrane potential fluorescence; galR3 body fused to GalR1 C-terminus | inhibition, % at 3 µM | 360,000 compounds, 0.44% hits;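 active = inhibition above the screen-wide average plus 3 SD, cut at about 13% in these data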;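 note: forskolin and galanin both at EC90 stimulate the cells; cAMP rise reported by CNG channel membrane potential dye signal; 0% = forskolin plus galanin with DMSO and 100% = forskolin alone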
p-CIP stab down: p/CIP protein destabilization; F442A p/CIP-EGFP cells, EGFP fluorescence, 16 h; decrease of EGFP signal, % at 10 µM; Q05BA5; 290,000 compounds, 0.01% hits; AID 1984;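 active = EGFP signal decrease of at least 30% at 10 µM or well 3 SD below plate mean, unless failing retest; inactive = the rest, including hits failing retest or dose response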; note: some compounds called inactive have numbers as strong as hits; many of its hits are not listed in these tables
Target sequence (Q05BA5 1-1403): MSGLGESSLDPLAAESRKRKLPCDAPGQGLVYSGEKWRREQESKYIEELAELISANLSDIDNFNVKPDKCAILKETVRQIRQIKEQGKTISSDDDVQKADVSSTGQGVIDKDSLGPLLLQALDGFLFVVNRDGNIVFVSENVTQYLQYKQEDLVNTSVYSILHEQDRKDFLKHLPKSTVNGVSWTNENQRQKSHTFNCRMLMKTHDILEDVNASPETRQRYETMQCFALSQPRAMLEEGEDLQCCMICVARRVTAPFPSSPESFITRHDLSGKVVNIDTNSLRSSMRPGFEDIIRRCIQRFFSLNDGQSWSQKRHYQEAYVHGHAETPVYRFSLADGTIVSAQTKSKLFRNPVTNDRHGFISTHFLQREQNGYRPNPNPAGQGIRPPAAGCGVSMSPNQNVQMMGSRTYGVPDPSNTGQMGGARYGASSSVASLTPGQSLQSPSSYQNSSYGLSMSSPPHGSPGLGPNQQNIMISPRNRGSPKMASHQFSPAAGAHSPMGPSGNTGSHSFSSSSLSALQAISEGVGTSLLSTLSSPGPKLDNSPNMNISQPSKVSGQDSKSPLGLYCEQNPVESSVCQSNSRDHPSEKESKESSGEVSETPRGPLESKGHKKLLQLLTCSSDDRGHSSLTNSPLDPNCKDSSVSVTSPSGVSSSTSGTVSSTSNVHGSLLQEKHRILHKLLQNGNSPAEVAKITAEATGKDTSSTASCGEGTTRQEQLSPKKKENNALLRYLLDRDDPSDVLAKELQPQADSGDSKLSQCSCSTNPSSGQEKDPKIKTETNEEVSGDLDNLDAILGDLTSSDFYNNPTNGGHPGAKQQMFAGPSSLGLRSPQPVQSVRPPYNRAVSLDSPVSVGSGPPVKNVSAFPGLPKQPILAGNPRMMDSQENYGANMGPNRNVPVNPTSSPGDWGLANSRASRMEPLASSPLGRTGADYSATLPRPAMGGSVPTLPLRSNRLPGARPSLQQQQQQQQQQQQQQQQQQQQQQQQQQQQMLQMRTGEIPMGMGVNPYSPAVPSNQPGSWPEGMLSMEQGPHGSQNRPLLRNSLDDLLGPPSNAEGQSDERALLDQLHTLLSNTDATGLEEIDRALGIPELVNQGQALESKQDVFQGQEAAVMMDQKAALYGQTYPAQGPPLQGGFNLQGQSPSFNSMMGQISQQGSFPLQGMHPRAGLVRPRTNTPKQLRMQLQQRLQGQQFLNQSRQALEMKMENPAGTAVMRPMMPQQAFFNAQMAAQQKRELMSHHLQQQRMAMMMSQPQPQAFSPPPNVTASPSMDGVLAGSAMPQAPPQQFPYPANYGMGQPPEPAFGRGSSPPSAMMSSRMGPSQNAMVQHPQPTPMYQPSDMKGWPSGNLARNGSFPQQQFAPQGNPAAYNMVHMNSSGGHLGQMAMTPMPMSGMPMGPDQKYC
CRFBP-R2 block: CRF-BP/CRF-R2 complex antagonism; HEK293 CRF-R2/CRF-BP, CRF-induced calcium fluorescence; inhibition, % at 11.8 µM; 350,000 compounds, 0.59% hits;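 active = inhibition of the ligand-induced calcium signal above about 50% at the single tested concentration, limit read from the data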
Starred values were filed as active, the others as inactive; · = no result given.

#	PHOSPHO1 inh	CRFR2-BP ag	CHRM4 PAM	IDE cell activ	IDE inh	MEKK3 PB1 HTS	molecule	GalR3 antagonist	p-CIP stab down	CRFBP-R2 block
1	48	1.0	7	1	11	94	Cc1cc(OCC(=O)Nc2cnn(CCCC(=O)O)c2)ccc1Cl	2	-4	5
2	7	-0.7	1	5	·	106	CCSc1ccc(-c2ccc(C)cc2)nn1	-3	17	-1
3	27	-1.1	2	6	-2	105	O=C(c1ccc(Cl)cc1)N1CCN(c2ncccn2)CC1	-10	-10	16
4	-34	-0.1	4	-3	10	93	CCCCn1nc2cc(C(=O)NC3CCc4ccccc43)ccc2c1OCC (configuration not stated)	-3	-22	3
5	26	-1.7	10	3	2	97	CC(Sc1nnc(-c2cccs2)n1Cc1ccccc1)C(=O)NCc1ccc2c(c1)OCO2 (configuration not stated)	-8	-14	-7
6	-36	-1.4	11	2	4	96	O=C(NCCC(NS(=O)(=O)OCC(Cl)(Cl)Cl)c1ccccc1)C(F)(F)F (configuration not stated)	-8	5	45
7	7	11	4	-10	-1	·	CCCCS(=O)(=O)/C=C\C=C/S(=O)(=O)CCCC	·	-38	-12
8	17	-0.2	-11	5	5	105	Cc1ccc(OCC(O)Cn2c(=N)n(CCN3CCCCC3)c3ccccc32)cc1 (configuration not stated)	-9	-1	-9
9	32	4.0	0	-4	·	101	CN1CCN(c2nc(-c3ccc(Cl)cc3)nc3ccccc23)CC1	-14	1	-22
10	-6	-1.8	-6	-3	1	133*	CN(C(=S)Nc1ccc(SC(F)F)cc1)c1ccc(O)cc1	-6	-4	0
11	29	-1.1	-5	-3	8	101	COc1cccc(OC)c1C(=O)N1CCN(C(=O)c2ccc(-c3ccccc3)cc2)CC1	3	2	-3
12	-28	-0.2	8	5	-7	105	COc1cc(C)c(C)cc1S(=O)(=O)N1CCN(Cc2ccc3c(c2)OCO3)CC1	-1	-12	5
13	15	1.7	-4	0	5	101	CCc1nc(N2CCN(Cc3ccc4c(c3)OCO4)CC2)c2oc3ccccc3c2n1	-5	5	24
14	13	0.4	-2	2	1	103	O=C(C[n+]1ccccc1)N/N=C/c1ccccc1[N+](=O)[O-]	-5	-6	-4
15	-30	-0.8	3	4	-2	122	CCOc1ccccc1NC(=O)NC(=O)N(C)S(=O)(=O)c1ccc(C)cc1	-4	1	-7
16	·	0.9	-3	·	·	·	CCOC(=O)N1CCN(S(=O)(=O)N2CCCC(C(=O)NCc3cc(Br)ccc3OC)C2)CC1 (configuration not stated)	-3	·	20
17	-4	-0.1	-3	6	0	107	CC(=O)Nc1ccc(S(=O)(=O)NCCc2ccccc2)cc1	-7	3	0
18	-18	-2.1	6	2	2	103	CCC(C)c1ccc(NC(=O)C2CCCN(c3ncccn3)C2)cc1 (configuration not stated)	-5	-23	-8
19	·	-3.2	-9	-19	10	·	Cc1ccnc(NC(=O)CSc2ccc3c(c2)OCCO3)c1	-7	·	9
20	·	1.8	-1	1	·	·	COc1ccc(Cc2nc3c([nH]2)c(=O)n(C)c(=O)n3C)cc1OC	-4	·	-7
21	29	0.4	8	1	4	100	CCCc1cc(=O)oc2cc(C)cc(OCC(=O)NC(Cc3ccc(Cl)cc3)C(=O)O)c12 (configuration not stated)	-5	-6	-2
22	-22	-0.8	5	6	-1	96	CCc1nnc(NC(=O)[C@@H](NC(=O)c2cc(OC)cc(OC)c2)C(C)C)s1	2	-23	-11
23	·	0.6	2	9	-1	·	Cc1onc(-c2ccccc2Cl)c1C(=O)N(C)CC(=O)Nc1ccc(F)c(F)c1F	-1	·	-8
24	5	-3.6	0	7	7	94	Cc1nn(CC(=O)Nc2ccc(Cl)c(S(=O)(=O)N(C)C)c2)c(C)c1[N+](=O)[O-]	2	-20	-14
25	-11	-0.7	7	5	5	105	Cc1ccc(O)c(-c2cc(-c3cccc(F)c3)n[nH]2)c1	-9	-2	3
26	-1	1.3	-5	0	-1	91	COc1ccc2c(c1)C(C)=CC(C)(C)N2C(=O)Nc1ccccc1	3	4	-5
27	·	-1.3	5	0	·	·	NC(=O)c1ncn([C@@H]2O[C@H](CNCc3ccc(OCC(=O)Nc4ccccn4)cc3)[C@@H](O)[C@H]2O)n1	-1	·	1
28	22	-2.8	5	-3	1	107	COCC(=O)NC1CCN(CC(=O)Nc2ccc(OC)cc2[N+](=O)[O-])CC1	0	-4	2
29	·	1.2	-5	7	-4	·	COc1ccccc1-c1nn(Cc2ccccc2)cc1C(=O)N1CCN(c2ncccn2)CC1	-3	·	-11
30	-12	-5.2	1	4	1	102	C=CCn1c(Cc2nc3ccc(Cl)cc3[nH]2)n[nH]c1=S	-2	-13	1

Whole records, quoted from the list.
Shown for O=C(C[n+]1ccccc1)N/N=C/c1ccccc1[N+](=O)[O-] → PHOSPHO1 inh = 13; CRFR2-BP ag = 0.4; CHRM4 PAM = -2; IDE cell activ = 2; IDE inh = 1; MEKK3 PB1 HTS = 103; GalR3 antagonist = -5; p-CIP stab down = -6; CRFBP-R2 block = -4
Shown for C=CCn1c(Cc2nc3ccc(Cl)cc3[nH]2)n[nH]c1=S → PHOSPHO1 inh = -12; CRFR2-BP ag = -5.2; CHRM4 PAM = 1; IDE cell activ = 4; IDE inh = 1; MEKK3 PB1 HTS = 102; GalR3 antagonist = -2; p-CIP stab down = -13; CRFBP-R2 block = 1

Remaining list, next part.
#	PHOSPHO1 inh	CRFR2-BP ag	CHRM4 PAM	IDE cell activ	IDE inh	MEKK3 PB1 HTS	molecule	GalR3 antagonist	p-CIP stab down	CRFBP-R2 block
31	7	2.1	11	-2	9	105	CC1(C)Cc2c(sc(NC(=O)C(=O)N3CCCCC3)c2C(N)=O)CO1	-6	-7	-13
32	44	·	·	·	3	109	Cc1cccc(N=Nc2c(C)[nH]n(C(N)=S)c2=O)c1C	1	0	·
33	-3	-1.2	-11	2	5	103	O=C(N/N=C(/c1ccccc1)c1ccncc1)c1ccc2c(c1)OCO2	7	-15	-21
34	·	2.6	-6	2	·	·	COc1cc(/C=C(/C#N)C(=O)Nc2cc(C(F)(F)F)ccc2Cl)ccc1OCC(=O)Nc1cccc(C(F)(F)F)c1	-3	·	-11
35	-20	-0.8	5	6	-3	88	CCOc1cc(CNc2ncn[nH]2)ccc1OCC(=O)NC(C)(C)C	3	-1	-5
36	8	0.4	-6	0	-1	105	CCNC(=S)N(CCO)Cc1cc2cc3c(cc2[nH]c1=O)OCO3	-11	-3	5
37	-7	-2.4	-1	1	7	102	CCOC(=O)C1=C(C)Nc2nc(SCc3cccnc3)nn2C1c1ccc(OC)cc1 (configuration not stated)	3	-13	-28
38	·	-3.4	0	0	4	·	CC(=O)Nc1ccc(S(=O)(=O)N(C)CC(=O)OCC(=O)c2ccc[nH]2)cc1	-5	·	5
39	·	0.3	4	0	4	·	COCCN(C(=O)COC(=O)C1CCC(C(C)(C)C)CC1)c1c(N)n(Cc2ccccc2)c(=O)[nH]c1=O (configuration not stated)	-4	·	-12
40	·	1.3	4	-1	-1	·	CCOc1ccc(NC(=O)CSc2nnnn2C2CC2)cc1S(=O)(=O)N1CCCC1	-3	·	-1
41	·	0.9	-14	-3	-9	·	Cc1cc(C)cc(N(CCC#N)C(=O)COC(=O)C2CCN(c3ccc(C(F)(F)F)cn3)CC2)c1	-5	·	-3
42	-4	0.7	15	4	2	96	CN(Cc1cccs1)CC(O)COCc1ccco1 (configuration not stated)	-7	-1	-12
43	-25	-0.7	-3	6	2	101	COc1ccc2nc(C)c(C(=O)NN)cc2c1	5	-9	-11
44	12	-1.7	7	2	-3	90	Cc1nc2ccccc2c2c1C(=O)N(Cc1cccnc1)C2=O	-3	0	-1
45	-65	-0.1	-4	1	0	104	O=C(Nc1ccc2c(c1)OCCO2)NC12CC3CC(CC(C3)C1)C2	-3	7	8
46	4	1.0	6	1	3	98	Cc1cc(NC(=O)Cn2nnc(-c3ccccc3NC(=O)c3ccccc3F)n2)no1	-4	1	2
47	·	-1.9	-6	3	-3	·	CCOCc1c(C(=O)NCC(c2ccco2)N2CCCC2)oc2ccccc12 (configuration not stated)	-6	·	-9
48	33	1.6	1	6	-4	101	Cn1nc(C(=O)NC2CCCCC2)c2c1-c1ccccc1S(=O)(=O)C2	-1	-2	-12
49	-9	0.5	-2	-7	-2	122	Cc1ccccc1-c1nsc(SCC(=O)Nc2ccc3c(c2)OCO3)n1	0	-8	0
50	14	3.4	-10	-9	·	100	CN(c1cccc(NC(=O)c2ccc(CN3CCc4ccccc4C3)cc2)c1)S(C)(=O)=O	11	0	0
51	·	0.3	5	-3	1	·	COc1ccc(-c2nnc(SCC(=O)NC3CC3)o2)cc1	-7	·	4
52	13	1.5	20	-3	5	110	O=C(CSc1nnc(C2COc3ccccc3O2)o1)N1CCOCC1 (configuration not stated)	-1	-17	-4
53	33	-2.1	2	8	-3	100	COc1cnc(-c2ccccn2)nc1Sc1ccc(F)cc1	-9	-10	-20

Of the compounds above, eight contain fluorine:
#	PHOSPHO1 inh	CRFR2-BP ag	CHRM4 PAM	IDE cell activ	IDE inh	MEKK3 PB1 HTS	molecule	GalR3 antagonist	p-CIP stab down	CRFBP-R2 block
6	-36	-1.4	11	2	4	96	O=C(NCCC(NS(=O)(=O)OCC(Cl)(Cl)Cl)c1ccccc1)C(F)(F)F (configuration not stated)	-8	5	45
10	-6	-1.8	-6	-3	1	133*	CN(C(=S)Nc1ccc(SC(F)F)cc1)c1ccc(O)cc1	-6	-4	0
23	·	0.6	2	9	-1	·	Cc1onc(-c2ccccc2Cl)c1C(=O)N(C)CC(=O)Nc1ccc(F)c(F)c1F	-1	·	-8
25	-11	-0.7	7	5	5	105	Cc1ccc(O)c(-c2cc(-c3cccc(F)c3)n[nH]2)c1	-9	-2	3
34	·	2.6	-6	2	·	·	COc1cc(/C=C(/C#N)C(=O)Nc2cc(C(F)(F)F)ccc2Cl)ccc1OCC(=O)Nc1cccc(C(F)(F)F)c1	-3	·	-11
41	·	0.9	-14	-3	-9	·	Cc1cc(C)cc(N(CCC#N)C(=O)COC(=O)C2CCN(c3ccc(C(F)(F)F)cn3)CC2)c1	-5	·	-3
46	4	1.0	6	1	3	98	Cc1cc(NC(=O)Cn2nnc(-c3ccccc3NC(=O)c3ccccc3F)n2)no1	-4	1	2
53	33	-2.1	2	8	-3	100	COc1cnc(-c2ccccn2)nc1Sc1ccc(F)cc1	-9	-10	-20
